Screens as filed in PubChem.
NCI-60 one-dose screen, 48 h, at 10 µM unless noted. Numbers give growth in % (100 = growth as untreated, 0 = no growth, -100 = all killed).
SW-620 = SW-620 colon cancer. hit rate 5.2% among 82,000. AID 1794795
SF-295 = SF-295 CNS cancer cells | hit rate 5.6% among 79,000 | AID 1794758
SF-268 = SF-268 CNS cancer cells. AID 1794759. hit rate 3.1% among 82,000
SNB-19 = SNB-19 CNS cancer cells | hit rate 2.5% among 81,000 | AID 1794751
HCC-2998 = HCC-2998 colon cancer; hit rate 4.7% among 79,000; AID 1794799
KM12 = KM12 colon cancer cells | hit rate 5% among 82,000
HT29 = HT29 colon cancer; AID 1794748; hit rate 7.4% among 81,000
SF-539 = SF-539 CNS cancer. hit rate 6.8% among 81,000. AID 1794752
SNB-75 = SNB-75 CNS cancer; hit rate 5% among 79,000; AID 1794750
* marks the source's active call; other numbers are inactive results; x = no result given; & = joins results of further samples; [ ] = remark or other dose. Rule for the calls: active = growth percent below 10; inactive = the rest. Hits appear at their usual frequency; overall some 11% were active at least once.

The opening three records (preview)
Every second line gives: SW-620	SF-295	SF-268	SNB-19	HCC-2998	KM12	HT29	SF-539	SNB-75
> COC(=O)[C@@H](Cc1c[nH]c2ccccc12)NC(=O)[C@H](Cc1ccccc1)NCc1ccncc1
→ 104	106	97	93	112	96	87	103	93
> CC1(c2ccc(Br)cc2)NC(=O)NC1=O (configuration not stated)
→ 106	110	98	105	106	101	106	100	99
> CCN1CCN(C(=O)[C@]23CC[C@@H](C)[C@H](C)[C@H]2C2=CC[C@@H]4[C@@]5(C)C/C(=C/c6cccc([N+](=O)[O-])c6)C(=O)C(C)(C)[C@@H]5CC[C@@]4(C)[C@]2(C)CC3)CC1
→ 89	101	77	95	99	85	86	88	73

The listing, from the start:
Every second line gives: SW-620	SF-295	SF-268	SNB-19	HCC-2998	KM12	HT29	SF-539	SNB-75
> COC(=O)[C@@H](Cc1c[nH]c2ccccc12)NC(=O)[C@H](Cc1ccccc1)NCc1ccncc1
→ 104	106	97	93	112	96	87	103	93
> CC1(c2ccc(Br)cc2)NC(=O)NC1=O (configuration not stated)
→ 106	110	98	105	106	101	106	100	99
> CCN1CCN(C(=O)[C@]23CC[C@@H](C)[C@H](C)[C@H]2C2=CC[C@@H]4[C@@]5(C)C/C(=C/c6cccc([N+](=O)[O-])c6)C(=O)C(C)(C)[C@@H]5CC[C@@]4(C)[C@]2(C)CC3)CC1
→ 89	101	77	95	99	85	86	88	73
> CCOC(=O)C1=C(N)Oc2c(sc3c(C)cccc23)C1c1ccc(Cl)cc1 (configuration not stated)
→ 24	4.9*	55	28	49	15	15	6.4*	-9.5*
> CCC(c1ccccc1)c1nn2c(-c3cccs3)nnc2s1 (configuration not stated)
→ 98	99	109	103	103	x	88	101	85
> O=Cc1nc2ccccc2[nH]1
→ 101	101	104	101	107	100	91	97	80
> CCCn1cc2c(=O)nc3sc(Cc4cccc(C(F)(F)F)c4)c(C)n3c2n1
→ 104	106	82	94	102	84	98	92	95
> CC(C)=CC/C=C(/C)[C@H]1CC[C@]2(C)[C@@H]1CC[C@@H]1[C@@]3(C)C/C(=C/c4ccc(Br)cc4)C(=O)C(C)(C)[C@@H]3CC[C@]12C
→ 99	101	96	91	105	101	103	96	67
> CCOC(=O)C1CN(C(C)C)C(=O)C1=O (configuration not stated)
→ 100	111	104	110	111	107	113	109	99
> CCN1CCN(CCCNc2nccc(-c3cn(-c4ccccc4)nc3-c3ccc(Cl)c(OC)c3)n2)S1(=O)=O
→ 117	88	85	91	110	83	67	96	74
> COc1ccc(/C=N/NC(=O)Cn2nnc3ccccc32)cc1
→ 93	103	86	101	116	91	105	105	91
> O=C(/C(=C\c1ccccc1)CBr)c1ccccc1
→ 77	110	102	x	127	116	107	100	75
> O=C(O)C1C[C@](O)(c2ccc(F)cc2)[C@@H](c2ccc(F)cc2)O1 (some centres not stated)
→ 116	94	117	98	115	131	120	125	114
> CCOC(=O)C1=C(C)OC(N)=C(C#N)C1c1cc(=O)oc2ccc(Cl)cc12 (configuration not stated)
→ 120	100	99	107	99	100	109	105	93
> COc1cccc(OCC(O)CN2CCN(c3ccc(Cl)cc3)CC2)c1 (configuration not stated)
→ 101	100	97	92	x	122	104	114	96
> O/N=C(\CSc1nnc(-c2cc(-c3ccc(Cl)cc3)nc3ccccc23)n1-c1ccccc1)c1ccccc1
→ 108	108	95	105	101	98	93	101	90
> CNC(=O)Sc1ccc(Cl)cc1
→ 110	120	105	105	105	110	98	108	94
> Cc1ccc(S(=O)(=O)N(Cc2ccccc2)c2ccccc2C(N)=O)cc1
→ 102	97	117	102	108	106	92	99	93
> Oc1ccc2ccccc2c1Br
→ 106	108	103	x	107	96	101	92	88
> Fc1ccc2nc(-c3nc(-c4ccccc4F)n4ccccc34)[nH]c2c1
→ 100	85	85	98	100	83	95	88	70
> CC[C@]12C=CCN3CC[C@@]4(c5cc(NC(=O)CCC(=O)O[C@H]6CC[C@H]7[C@@H]8CCC9=CC(=O)CC[C@@H]9[C@H]8CC[C@]67C)c(OC)cc5N(C)[C@H]4[C@@](O)(C(=O)OC)[C@@H]1OC(C)=O)[C@@H]32
→ 87	86	74	85	92	73	63	95	69
> CC(C)c1ccccc1C1CCCCC1
→ 119	95	100	113	98	107	88	105	88
> C=C1[C@@H](C)[C@H]2[C@H](Cc3ccccc3)NC(=O)[C@]23OC(=O)/C=C/[C@H](OC(C)=O)CCC[C@@H](C)C/C=C/[C@H]3[C@@H]1OC(C)=O
→ 91	80	69	77	93	96	76	72	x
> COc1ccc(/C=N\N2CCOCC2)cc1OC1CCCC1
→ 100	98	95	96	112	106	106	95	87
> O=C(Cc1ccccc1)c1ccc(Cl)cc1
→ 99	103	111	x	99	101	115	107	96
> CN(CCCO)CCCO
→ 104	83	118	98	102	x	109	108	89
> SCc1nc2ccccc2[nH]1
→ 88	126	93	100	95	117	122	99	101
> COCCCNCC(=O)Nc1cccc(Cl)c1
→ 97	97	94	98	99	102	84	98	91
> O=C1/C(=C\c2ccccn2)c2ccccc2N1c1c(Cl)cccc1Cl
→ -57*	12	7.8*	35	-82*	-2.1*	11	1.3*	-28*
> Nc1nn2c(-c3ccc(Br)cc3)ccnc2c1N=Nc1ccc(S(N)(=O)=O)cc1
→ 89	105	94	98	97	93	99	101	71

(more compounds)
Every second line gives: SW-620	SF-295	SF-268	SNB-19	HCC-2998	KM12	HT29	SF-539	SNB-75
> NC(=S)N/N=C\c1nccc2c(C(F)(F)F)cccc12
→ 30	8.0*	5.7*	31	27	16	18	0.3*	12
> O=C(O)c1cc(-c2ccc(Cl)cc2)nc2c(Cl)cccc12
→ 103	107	96	96	x	108	105	98	103
> CCOC(=O)/C=C1/S/C(=N\N=C\c2ccc(OS(=O)(=O)C(F)(F)C(F)(F)C(F)(F)C(F)(F)C(F)C(F)(F)F)cc2)N(c2ccccc2)C1=O (configuration not stated)
→ 101	101	100	102	98	103	107	104	94
> C[n+]1cccc(CC(=O)NO)c1
→ 105	113	104	102	110	107	100	91	93
> O=C1C=CC(=O)N1C(=O)NCNC(=O)N1C(=O)C=CC1=O
→ 108	98	107	112	102	106	96	107	92
> O=C(/C=C/c1ccc([N+](=O)[O-])cc1)c1ccc2cccc3c2c1CC3
→ 97	171	106	96	82	105	107	107	98
> CCC(C)Cn1cnc2c(Sc3c([N+](=O)[O-])ncn3C)nc(N)nc21 (configuration not stated)
→ 96	109	101	100	102	109	94	107	89
> COc1ccc2cc(C(C)C(=O)Nc3ccc(S(=O)(=O)Nc4cc(C)on4)cc3)ccc2c1 (configuration not stated)
→ x	105	100	117	x	110	121	97	100
> O=C(O)Cc1c(-c2noc(-c3ccccc3)c2CC(=O)O)noc1-c1ccccc1
→ 106	103	92	101	109	100	98	96	98
> CCOC(=O)c1noc2c1CCc1cn(Cc3cc(OC)c(OC)c(OC)c3)cc1-2
→ 101	95	100	108	102	100	87	102	93
> COc1cccc(CC(C)=C(c2ccc(OCCCN(C)C)cc2)c2ccc(OCCCN(C)C)cc2)c1
→ -80*	-68*	-82*	-72*	-71*	-83*	-81*	-92*	-95*
> CC1N(C(=O)Nc2ccc(Cc3ccc(NC(=O)N4C(C)C4(C)C)cc3)cc2)C1(C)C (configuration not stated)
→ 101	102	104	97	110	103	89	97	91
> O=C(COc1ccc(Cl)cc1)Nc1cc(Cl)ccc1Cl
→ 95	100	96	92	101	92	87	108	87
> Cc1cc(C)c[n+]([O-])c1
→ 113	90	101	106	101	116	101	102	74
> O=C(NC(=S)Nc1cccc2c(O)cccc12)c1cccc(Br)c1
→ 105	102	107	93	111	92	109	89	79
> COc1ccc(C(=O)n2nc(-c3cccc(Cl)c3)nc2N)cc1
→ 104	103	92	103	102	99	101	97	91
> O=C(O)c1ccc(-n2cc(CNc3cccc(OC(F)(F)F)c3)c(-c3ccc(C(F)(F)F)cc3)n2)cc1
→ 80	50	79	65	71	41	70	77	95
> CCOC(=O)C1=NN(c2ccccc2)C2=NC(=O)/C(=C(/C)c3cc4ccccc4o3)C(=O)N12
→ 106	96	95	91	99	98	103	103	95
> Cc1cc2n(n1)-c1ccc(C#N)cc1Oc1ccc(Cl)cc1-2
→ 71	97	79	89	92	75	74	52	78
> O=C(O)c1ccccc1Oc1cc(-c2ccco2)nc(OCCn2cncn2)n1
→ 100	88	88	94	102	91	89	95	86
> Cc1ccc2oc(=O)cc(CSc3nc4ccccc4[nH]3)c2c1
→ 106	96	91	93	109	100	105	98	84
> C=C(C)[C@@H]1C[C@H](O)Cc2ccc(Cl)c(C)c2N1
→ 108	110	106	105	108	101	x	93	100
> CCCCNC(=O)Oc1ccc(/C(=C(/CC)Cc2ccccc2)c2ccc(OCCN3CCCC3)cc2)cc1
→ 94	101	93	97	96	91	79	100	84
> O=[N+]([O-])c1cccc(C2NC(N3CCOCC3)=C(N3CCOCC3)c3c2sc2c(F)cccc32)c1 (configuration not stated)
→ 96	100	93	99	103	101	98	96	88
> CC(C)(C)S/C(Nc1ccccc1)=C(\C#N)C(=O)Nc1ccccc1
→ 103	94	86	92	106	114	95	100	97
> CCCCN(CCCC)CCNc1ccc(C)c2sc3ccc(Cl)cc3c(=O)c12
→ 98	105	99	95	82	97	82	105	98
> COc1cccc(-c2cc(-c3cccs3)c(C#N)c(=O)[nH]2)c1
→ 105	102	104	100	125	101	116	101	98
> CC(=O)CCCN1C(=O)c2ccccc2C1=O
→ 104	95	102	101	102	102	101	95	93
> Nc1cc(C(=O)Nc2cccc(C3=NCCN3)c2)ccc1C(=O)Nc1cccc(C2=NCCN2)c1
→ 116	97	100	106	103	101	100	109	x
> CC(C)(C)[Si](C)(C)OCC1OC(n2cnc3c(NC(=O)c4ccccc4)ncnc32)CC1O (configuration not stated)
→ 101	91	104	110	107	110	106	98	84

Single records, as listed above. Order of values: SW-620	SF-295	SF-268	SNB-19	HCC-2998	KM12	HT29	SF-539	SNB-75
CC1N(C(=O)Nc2ccc(Cc3ccc(NC(=O)N4C(C)C4(C)C)cc3)cc2)C1(C)C (configuration not stated) as listed: 101	102	104	97	110	103	89	97	91
O=C1C=CC(=O)N1C(=O)NCNC(=O)N1C(=O)C=CC1=O as listed: 108	98	107	112	102	106	96	107	92
CCC(C)Cn1cnc2c(Sc3c([N+](=O)[O-])ncn3C)nc(N)nc21 (configuration not stated) as listed: 96	109	101	100	102	109	94	107	89
C=C(C)[C@@H]1C[C@H](O)Cc2ccc(Cl)c(C)c2N1 as listed: 108	110	106	105	108	101	x	93	100
COc1cccc(-c2cc(-c3cccs3)c(C#N)c(=O)[nH]2)c1 as listed: 105	102	104	100	125	101	116	101	98

Going on with the list:
Screens by letter – A = SW-620; B = SF-295; C = SF-268; D = SNB-19; E = HCC-2998; F = KM12; G = HT29; H = SF-539; I = SNB-75
O=c1nc(-c2ccco2)sc(=O)[nH]1
  A = 110; B = 100; C = 105; D = 98; E = 110; F = 109; G = 105; H = 89; I = 84
COc1ccc(-c2cc3c(SCC(=O)Nc4cc(C(F)(F)F)ccc4Cl)nccn3n2)cc1
  A = 100; B = 79; C = 106; D = 113; E = 104; F = x; G = 85; H = 101; I = 98
CCN(CC)C1C2=C(CCCC2)OS(=O)(=O)C1c1ccccc1 (configuration not stated)
  A = 111[100 µM]; B = 98[100 µM]; C = 100[100 µM]; D = 94[100 µM]; E = 115[100 µM]; F = 99[100 µM]; G = 116[100 µM]; H = 94[100 µM]; I = 87[100 µM]
O=C1C(Cl)=C(NCCc2ccccc2)C(=O)c2ccccc21
  A = 129; B = 100; C = 90; D = 93; E = 114; F = 83; G = 118; H = 91; I = 94
CCN(CC)C(=O)N/C(N)=N/c1nc2ccccc2s1
  A = x; B = 33; C = 73; D = 56; E = 88; F = 74; G = 62; H = 70; I = 64
O=C(Nc1ccc(Oc2ccc(Cl)cc2)c(Cl)c1)c1cc(I)cc(I)c1O
  A = 95; B = 75; C = 69; D = 64; E = 80; F = 87; G = 105; H = 79; I = 77
Cc1c(N)c(S(N)(=O)=O)cc(S(N)(=O)=O)c1Cl
  A = 107; B = 104; C = 108; D = 103; E = 106; F = 108; G = 110; H = 103; I = 91
COc1ccc2c(c1)=C(c1sc(Nc3nnc(C)s3)nc1O)C(=O)N=2
  A = 103; B = 96; C = 101; D = 111; E = 103; F = 99; G = 95; H = 100; I = 76
OCC1CC2CCC1C2 (configuration not stated)
  A = 111&104; B = 83&96; C = 114&108; D = 99&97; E = 106&113; F = 112&103; G = 102&99; H = 101&95; I = 87&112
